TEAD-YAP block – TEAD-YAP interaction inhibition. HEK-TIYL cells, TEAD-Gal4/YAP UAS-luciferase luminescence. 640,000 compounds, 1.4% hits. inhibition, % at 9.12 µM; in the data active = inhibition above about 32%;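 also: 0% = median of test compound wells and 100% = reference inhibitor wells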
GPR151 ag – human GPR151 activation; 650,000 compounds, 1% hits; AID 1508602; PathHunter beta-arrestin GPR151 cells, luminescence; activation, % at 11.2 µM; in the data active = activation above about 4.9%;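 also: 0% = median of compound wells and 100% = cells with positive control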
Target sequence (Q8TDV0 whole entry, looked up): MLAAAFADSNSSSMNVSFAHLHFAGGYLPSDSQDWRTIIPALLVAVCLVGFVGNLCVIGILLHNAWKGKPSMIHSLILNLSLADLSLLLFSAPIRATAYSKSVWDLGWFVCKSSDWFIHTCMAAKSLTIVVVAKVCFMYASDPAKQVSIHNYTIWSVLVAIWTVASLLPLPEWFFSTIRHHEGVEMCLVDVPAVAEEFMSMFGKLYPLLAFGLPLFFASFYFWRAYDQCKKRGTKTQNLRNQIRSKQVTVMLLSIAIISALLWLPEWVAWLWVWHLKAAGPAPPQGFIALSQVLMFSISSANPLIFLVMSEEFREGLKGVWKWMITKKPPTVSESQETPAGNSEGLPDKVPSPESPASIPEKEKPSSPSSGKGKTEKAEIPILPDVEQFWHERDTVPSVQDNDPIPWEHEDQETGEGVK
FBW7 activator – activators of human E3 ligase FBW7; Q969H0; AlphaScreen FBW7–phospho-cyclin E peptide binding, activator screen; normalized activity (activation), % at 26.1 µM; 650,000 compounds, 0.13% hits; in the data active = normalized activity above about 1.9%;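 also: purified mutant Fbw7 with reduced substrate affinity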
MITF inh – inhibitors of human MITF | O75030 | AlphaScreen MITF homodimerization, bead proximity signal | inhibition, % at 2.6 µM | 650,000 compounds, 0.91% hits | AID 1259374; in the data active = inhibition above about 50%;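 also: 0% = vehicle wells with protein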
Target sequence (O75030 whole entry, looked up): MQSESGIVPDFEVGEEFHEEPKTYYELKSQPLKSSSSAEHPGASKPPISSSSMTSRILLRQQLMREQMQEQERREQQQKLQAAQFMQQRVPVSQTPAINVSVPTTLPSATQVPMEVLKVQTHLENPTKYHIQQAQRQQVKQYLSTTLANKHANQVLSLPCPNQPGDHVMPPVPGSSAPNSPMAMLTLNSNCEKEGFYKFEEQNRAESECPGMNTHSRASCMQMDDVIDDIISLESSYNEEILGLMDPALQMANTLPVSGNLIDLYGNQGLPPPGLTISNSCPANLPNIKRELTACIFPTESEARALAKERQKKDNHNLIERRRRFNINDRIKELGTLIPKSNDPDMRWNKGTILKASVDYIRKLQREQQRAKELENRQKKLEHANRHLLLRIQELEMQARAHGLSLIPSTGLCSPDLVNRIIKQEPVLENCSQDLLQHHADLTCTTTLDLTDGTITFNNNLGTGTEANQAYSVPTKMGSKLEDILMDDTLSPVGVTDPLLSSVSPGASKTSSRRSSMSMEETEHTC
An asterisk follows results filed as active.

SMILES	TEAD-YAP block	GPR151 ag	FBW7 activator	MITF inh
O=CN1CCc2c([nH]c3ccccc23)C12CCN(CCOc1ccc(F)cc1)CC2	-4	1.1	-0.3	-6
CC(C)OC(=O)N1CCOC1=O	13	-0.5	-0.1	-11
Cc1cc(=O)nc2c3ccccc3n(CC(=O)N3CCC(Cc4ccccc4)CC3)n12	1	0.0	-0.1	2
O=C1OC(c2ccc(Cl)cc2Cl)=N/C1=C\c1ccc(Br)cc1	-7	-0.4	0.0	9
Cc1nc([N+](=O)[O-])c(S)n1Cc1ccccc1	10	-0.3	-0.5	9
CC(C)CC(=O)Nc1ccc(C(=O)COC(=O)/C=C/c2cnc3ccccc3n2)cc1	2	0.4	0.3	5
CC(OC(=O)c1cc(S(=O)(=O)N2CCOCC2)ccc1F)C(=O)NC1CCCC1 (stereo not drawn)	3	1.1	-0.1	-7
Cc1cc2nc(SCCOC(=O)c3ccc(Cl)cc3Cl)nc(C)c2cc1C	-5	-1.1	-0.1	7
Nc1ccc2nc(CCCCCCc3nc4ccc(N)cc4[nH]3)[nH]c2c1	-13	-2.2	-0.2	21
COc1ccccc1OCC(=O)Nc1nnc(C2CCCCC2)o1	3	0.0	0.3	9
COc1ccc(C(=O)NCCCN2CCN(c3ccccc3)CC2)cc1OC	0	-0.8	-0.2	10
COc1ccc(OC)c(CN2CCC3(CCC(CNC(C)=O)O3)CC2)c1 (stereo not drawn)	-3	-0.4	-0.3	-4
CCOC(=O)N1CCC(NC(=O)c2cc(=O)c(OCc3cccc(OC)c3)cn2C)CC1	1	4.1	0.2	-5
Cc1cc(Br)ccc1NC(=O)CN	11	-0.8	-0.1	-9
COc1cccc(OC)c1CN1CCc2nnc(CNC(=O)c3ccncc3)n2CC1	-6	0.6	0.0	-2
CC(=O)Nc1cc(-c2ccnc(N)n2)ccc1NC(=O)COc1cccc(C)c1	18	0.0	0.0	1
CC(C)NC(=O)Cc1ccc([N+](=O)[O-])cc1	8	-0.2	-0.1	3
COc1ccc(Br)cc1S(=O)(=O)N1CCN(S(=O)(=O)c2cc(Br)ccc2OC)CC1	4	0.4	0.3	10
Cc1nnc(-c2cccc(NC(=O)C3CCN(CC(C)c4ccccc4)CC3)c2)s1 (stereo not drawn)	7	0.7	0.3	11
CC(=O)NCCNC(=O)c1ccc(N)c([N+](=O)[O-])c1	2	-0.1	0.0	11
O=C1N=C(N2CCOCC2)S/C1=C/c1cccc(O)c1	-9	0.1	0.3	14
COc1cc(Nc2ncnc3c2nc(NCc2cccnc2)n3C(C)C)cc(OC)c1OC	-6	0.3	1.5	-4
COc1ccc(Nc2nc3ccc(Cl)cc3n3nnnc23)cc1Cl	1	-0.9	-0.2	6
CCOC(=O)c1ccc(NC(=O)Nc2ccc(Cl)cc2)cc1	-15	-0.4	-0.1	-5
Cc1ccnc(NC(=O)CN(C)S(=O)(=O)c2cc3c(cc2Cl)NC(=O)CO3)c1	4	0.2	0.7	6
CCc1nn(CC(=O)NC(C)CCc2ccco2)c(=O)c2cc3ccsc3n12 (stereo not drawn)	-14	-1.2	-0.1	0
Cc1cccc(-n2cc(-c3ccccc3)c3c(N4CCN(c5ccc([N+](=O)[O-])cc5)CC4)ncnc32)c1	-2	0.0	0.0	12
CC(C)(C)N(Cc1ccccc1)C(=O)COC(=O)CNC(=O)c1cccc(F)c1	-1	-0.8	0.1	-11
O=C(Nc1ccc(Cl)c(Cl)c1)Nc1ccccc1C(=O)O	-38	-7.9	0.8	25
Cc1ccc(-n2cc(-c3ccccc3)c3c(NCCCN4CCOCC4)ncnc32)cc1	3	-0.7	0.1	5
Cc1cc(OCC(O)CN2CCN(CCO)CC2)ccc1Cl (stereo not drawn)	7	0.2	0.0	24
CC(=O)c1ccc(NC(=O)CNS(=O)(=O)c2cccc(Cl)c2)cc1	-62	2.4	0.1	-4
CCOC(=O)N1CCN(S(=O)(=O)c2cc(C(=O)O)c(Cl)cc2Cl)CC1	-4	0.4	0.0	7
Cc1nc2cc(-c3ccccc3)nn2c(C(C)(C)C)c1C	-11	0.8	0.1	-3
Cn1ncc2c(N3CCOCC3)nc(N3CCCC3)nc21	-1	-0.4	0.0	18
CCS(=O)(=O)NCCNc1ccc([N+](=O)[O-])cc1Cl	7	-1.3	0.1	6
N#C/C(=C\c1ccc(Br)cc1)c1nc(-c2ccc(Cl)c(Cl)c2)cs1	2	0.7	0.0	20
Cc1ccc(NC(=O)C2CCCCC2C(=O)O)cc1F (stereo not drawn)	3	2.0	0.3	31
COc1ccc(CNc2ncc(-c3cc(C)cs3)n3ccnc23)cc1	6	-0.1	0.1	-4
COc1cc(C2C(C(=O)/C=C/c3ccccc3)=C(O)C(=O)N2CCCCCC(=O)O)ccc1O (stereo not drawn)	12	0.8	-0.1	8
Cc1cc(NCc2ccc(Cl)cc2)n2ncnc2n1	0	-1.3	0.3	16
N#C/C=C(\c1ccc(F)cc1)n1ccnc1	1	-0.5	-0.1	-7
Nc1nnc(SCC(=O)Nc2ccc(N3CCOCC3)cc2)s1	-2	-0.6	0.1	10
CCOC(=O)N1CCN(CC(O)COc2ccccc2C(C)CC)CC1 (stereo not drawn)	-5	0.1	-0.1	-9
COCCCNC(=O)c1ccc(C(C)C)cc1	-25	-1.7	0.0	-2
Cc1ccc(NCC(=O)N/N=C/c2cc3c(cc2Br)OCO3)cc1	2	-0.6	0.0	-3
Cc1cc(C)n(C(=O)CCCOc2ccc(Cl)cc2Cl)n1	4	-0.3	0.1	0
Cc1nnc2sc(SCC(=O)N3CCCCCC3)nn2c1=O	0	0.0	-1.2	14
NC(=O)c1ccccc1NC(=O)/C=C/c1ccccc1	-33	7.7*	0.0	1
CCOC(=O)c1nn(-c2ccc(OCC)cc2)c(=O)c2ccccc12	6	0.6	-0.1	-13
(next part)
SMILES	TEAD-YAP block	GPR151 ag	FBW7 activator	MITF inh
N#Cc1cccc(NC(=O)Cn2nnc(-c3ccccc3Br)n2)c1	2	-1.3	-0.1	-11
Nc1nnc(-c2ccc(Cl)c(Cl)c2)s1	-11	0.7	0.1	10
CC(=O)c1ccc(S(=O)(=O)N2CCCc3ccccc32)cc1	2	1.1	0.0	-11
CN1CCN(C(CNS(=O)(=O)c2ccc(Cl)cc2)c2ccc(F)cc2)CC1 (stereo not drawn)	-3	-1.2	-0.2	-3
O=C(CSc1nc2ccc(NC(=O)c3ccc(Cl)cc3Cl)cc2s1)Nc1ccccc1	0	1.4	0.0	-4
Cc1cc(C)c2c(-n3cccc3)c(C(=O)NCCCN3CCN(C)CC3)sc2n1	-7	0.4	0.0	4
COc1ccc(C(c2c(C)[nH][nH]c2=O)c2c(C)[nH][nH]c2=O)cc1	-4	0.0	-0.7	-11
Cc1ccc2c(COC(=O)C3CC(=O)N(c4ccc5c(c4)OCCO5)C3)cc(=O)oc2c1 (stereo not drawn)	-9	-0.4	0.0	6
Oc1ccccc1-c1nc(Nc2ccc(Br)cc2)c2ccccc2n1	-6	-0.4	-0.1	6
Cc1ccc(NC(=O)CSc2nnc(-c3ccccc3N)n2C)cc1	0	-1.3	0.0	15

Entries of single compounds, quoted from the list:
O=C(CSc1nc2ccc(NC(=O)c3ccc(Cl)cc3Cl)cc2s1)Nc1ccccc1 in the list: TEAD-YAP block = 0; GPR151 ag = 1.4; FBW7 activator = 0.0; MITF inh = -4
Cc1ccc(NC(=O)CSc2nnc(-c3ccccc3N)n2C)cc1 in the list: TEAD-YAP block = 0; GPR151 ag = -1.3; FBW7 activator = 0.0; MITF inh = 15
Oc1ccccc1-c1nc(Nc2ccc(Br)cc2)c2ccccc2n1 in the list: TEAD-YAP block = -6; GPR151 ag = -0.4; FBW7 activator = -0.1; MITF inh = 6

Some of these compounds in order of count of non-hydrogen atoms, descending:
SMILES	TEAD-YAP block	GPR151 ag	FBW7 activator	MITF inh
Cc1ccc2c(COC(=O)C3CC(=O)N(c4ccc5c(c4)OCCO5)C3)cc(=O)oc2c1 (stereo not drawn)	-9	-0.4	0.0	6
O=C(CSc1nc2ccc(NC(=O)c3ccc(Cl)cc3Cl)cc2s1)Nc1ccccc1	0	1.4	0.0	-4
Cc1cc(C)c2c(-n3cccc3)c(C(=O)NCCCN3CCN(C)CC3)sc2n1	-7	0.4	0.0	4
Cc1ccc(NC(=O)CSc2nnc(-c3ccccc3N)n2C)cc1	0	-1.3	0.0	15
Nc1nnc(-c2ccc(Cl)c(Cl)c2)s1	-11	0.7	0.1	10

New compounds follow:
SMILES	TEAD-YAP block	GPR151 ag	FBW7 activator	MITF inh
Cn1c(=O)cc(OCCCC(=O)N2CCC(N3CCCCC3)CC2)c2ccccc21	8	0.8	0.0	8
CCOc1ccc(NC(=O)c2c(I)cnn2C)cc1	-14	0.8	0.3	-1
c1ccc(-c2csc(Nc3nc4cc5c(cc4s3)OCO5)n2)nc1	90*	-1.7	-1.6	62*
CC(=O)Nc1cccc(-c2cnc3c(n2)[nH]c(=O)n3Cc2cccnc2)c1	2	0.8	0.5	3
O=C(CCc1nc2cccnc2n1-c1ccccc1)NCc1cccs1	8	-0.9	0.9	4
COc1cc(NC(=O)c2ccc([N+](=O)[O-])cc2Cl)c(OC)cc1Cl	13	3.4	-0.1	5
O=C(Nc1cccc(NC(=S)NC(=O)c2ccco2)c1)c1ccccc1	-4	-0.9	0.0	7
O=C(NCC1CCCO1)c1cc(Sc2ccccc2Cl)nc2ccccc12 (stereo not drawn)	-8	0.0	0.1	7
COC(=O)c1ccc(C)c(NC(=O)c2ccccc2I)c1	-4	-1.3	0.0	3
O[C@H](c1nc2ccccc2s1)[C@@H]1CCCN1	0	1.8	0.1	-8
Cc1ccc(/C(O)=C2/C(=O)C(=O)N(CCC(=O)O)C2c2ccc3c(c2)OCO3)cc1 (stereo not drawn)	7	0.9	-0.1	-2
N#Cc1c2c(c(Nc3ccccc3)n3c1nc1ccccc13)CCC2	-1	1.2	-0.1	3
O=c1[nH]c2sc3c(c2c(=O)n1-c1ccccc1)CCC3	5	-0.8	0.0	-4
O=C(NCCCCCc1nc2ccccc2[nH]1)c1ccccc1Cl	-6	1.4	-0.1	-1
CC(NS(=O)(=O)c1ccccc1)C(=O)Nc1ccc(Cl)c(C(F)(F)F)c1 (stereo not drawn)	7	1.5	-0.1	-4
O=C(Nc1ccc(F)cc1)C1COc2ccccc2O1 (stereo not drawn)	-24	4.2	0.1	5
CCN(C(=O)c1ccccn1)c1nc2c(s1)CCc1oc(C)cc1-2	-17	-0.2	-0.3	77*
Cc1nccn1-c1ccc(NC(=O)C2CCCN(C3CCSCC3)C2)cc1 (stereo not drawn)	13	6.8*	0.1	-23
O=C(NCC(c1cccnc1)N1CCc2ccccc2C1)c1ccc([N+](=O)[O-])cc1 (stereo not drawn)	-2	2.3	-0.1	1
CN(Cc1ccccc1)C(=O)c1cc2c(=O)n(C)c3ccccc3c2s1	3	-0.2	-0.1	-10
C=Cc1ccc(COc2cc3oc(=O)cc(-c4ccccc4)c3cc2CCCCCC)cc1	7	3.2	0.0	12
COc1ccc(N2CSC3=C(C#N)C(c4cccs4)CC(=O)N3C2)cc1 (stereo not drawn)	-29	0.9	0.2	13
CCOC(=O)CC(NCc1ccc2c(c1)OCO2)c1ccccc1Cl (stereo not drawn)	2	1.3	0.1	17
CCn1c([N+](=O)[O-])nc2c1c(=O)[nH]c(=O)n2C	10	-0.1	-0.1	-4
CC(=O)Nc1ccccc1NC(=O)C(C)(C)Oc1ccc(Cl)cc1	3	-1.0	0.5	19
O=C1CSC(c2ccc(F)cc2)N1c1cc(Cl)cc(Cl)c1 (stereo not drawn)	-7	1.4	0.0	-1
COc1cc(C(=O)N[C@H](C(=O)NCc2ccc(F)cc2)C(C)C)cc(OC)c1OC	-4	-1.5	-0.1	8
CC(C)(C)NC(=O)CN1CCCC(c2nc3ccccc3[nH]2)C1 (stereo not drawn)	6	0.3	0.1	7
Cc1ccc(-c2ccc3c(c2)CC(CNC(=O)CCN(C)C2CCS(=O)(=O)C2)O3)nc1 (stereo not drawn)	-33	0.3	0.0	3
NNC(=O)COc1ccc2ccccc2c1Br	4	-0.6	0.1	0
COc1ccc(OC)c(C(=O)CSc2nnnn2-c2ccc3c(c2)OCO3)c1	6	-0.2	0.1	6
O=C(NC(=S)NCc1ccccc1)c1cccs1	11	-0.1	0.1	19
O=Cc1nc(-c2cccc([N+](=O)[O-])c2)n2ccccc12	13	-0.4	-0.1	5
CN1CCCc2cc(CCNC(=O)NCc3ccccc3)ccc21	-3	-2.0	0.0	4
c1ccc(CN2CCC(Nc3ccnc(Nc4ccc(N5CCOCC5)cc4)n3)CC2)cc1	1	-2.5	-0.3	17
COc1ccc(/C=C(/NC(=O)c2ccc(OCC(C)C)cc2)C(=O)NCCO)cc1	-1	0.0	0.3	7
N#C/C(=C(/O)COC(=O)c1cc2ccccc2cc1O)c1nc2ccccc2[nH]1	3	-0.6	-0.2	-5
Cc1nc2cc(-c3cccc(Cl)c3)nn2c(N(C)CCO)c1C	-34	0.3	0.2	9
CCn1c(=N)n(CC(=O)c2cccc(OC)c2)c2ccccc21	-38	-2.4	2.6*	5
CCCCNC(=O)C(=O)N/N=C/c1ccccc1	-3	0.0	0.0	-2
CCCn1c(=O)n(C)c(=O)c2c(SCc3c(C)noc3C)nc(C(C)(C)C)nc21	-7	-0.2	-0.1	-3
CCCCc1nnc(NC(=O)C(C)Sc2nc(N)cc(=O)[nH]2)s1 (stereo not drawn)	4	4.8	-0.1	5
CC1Cc2ccccc2N1S(=O)(=O)c1ccccc1[N+](=O)[O-] (stereo not drawn)	5	0.0	0.0	13
CC(C)c1ccc(Nc2cc(C(=O)NCCCN3CCOCC3)c3ccccc3n2)cc1	3	-0.1	0.3	28

Assay outcomes deposited in PubChem by The Scripps Research Institute Molecular Screening Center.
